# Assay outcomes: PubChem BioAssay, National Center for Advancing Translational Sciences (NCATS)
# aGal spleen mod = alpha-galactosidase A (human) modulation | Potency, µM (doses to about 80 µM), for the others: top-dose activity change, negative = inhibition, hits mostly inhibitors | human spleen homogenate, 4MU-alpha-Gal fluorescence, 40 min | P06280 | hit rate 0.008% among 240,000 | AID 2107;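 further: 0% = enzyme with vehicle and -100% = no enzyme basal signal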
# Target sequence (P06280 32-429 limits assumed): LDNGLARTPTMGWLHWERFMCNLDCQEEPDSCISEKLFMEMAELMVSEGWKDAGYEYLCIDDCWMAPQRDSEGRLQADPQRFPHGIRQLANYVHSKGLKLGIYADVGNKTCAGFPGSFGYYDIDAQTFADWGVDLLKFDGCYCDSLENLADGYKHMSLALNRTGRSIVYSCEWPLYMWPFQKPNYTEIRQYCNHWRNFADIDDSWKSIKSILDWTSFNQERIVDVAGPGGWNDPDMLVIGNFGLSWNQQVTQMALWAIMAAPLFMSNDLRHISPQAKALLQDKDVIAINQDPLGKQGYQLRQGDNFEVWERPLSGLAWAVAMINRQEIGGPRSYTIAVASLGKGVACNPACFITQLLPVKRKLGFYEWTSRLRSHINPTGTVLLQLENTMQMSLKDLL
#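 Inhibition or activation of alpha-galactosidase in human spleen homogenate is scored by 4-MU fluorescence after 40 min at 37C, pH 5.0, with 1 mM substrate. AC50s come from concentration-response fitted to the Hill equation.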
# Tau FP inhib = inhibitors of human tau fibril formation; K18 P301L tau heparin fibrillization, Alexa594 FP, 6 h; AID 1468; hit rate 0.39% among 280,000; Potency, µM (top dose mostly 57.7 µM), inactives show at the highest dose activity, negative = inhibition, usual class: inhibitors; P10636; further: on the % scale 0 is the no-effect control and ±100 the full control effect; nearly all actives have a fitted effect of over 55% in size
# Target sequence (P10636 561-689 P618L limits assumed): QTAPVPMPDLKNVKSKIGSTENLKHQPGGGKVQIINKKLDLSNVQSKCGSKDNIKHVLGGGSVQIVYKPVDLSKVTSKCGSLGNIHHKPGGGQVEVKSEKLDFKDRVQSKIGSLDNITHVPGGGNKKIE
#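 Steps: dispense K18 P301L tau (15 uM plus 0.24 uM Alexa 594 tracer, final) in pH 7 sodium acetate; add compound; add heparin (20 uM final); incubate 6 hr, 37 C; add ThT (30 uM final); after 1 hr ambient, read FP.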
# GAA glycogen = alters human alpha-glucosidase cleavage of glycogen; Potency, µM (highest dose often 76.4 µM), for inactives: at the top dose activity change, negative = inhibition, usual class: inhibitors; recombinant GAA, glycogen substrate, Amplex Red glucose oxidase fluorescence; hit rate 0.38% among 300,000; AID 2100; P10253;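 further: 0% = full enzyme reaction and -100% = no-enzyme basal signal; the screen sought inhibitors and activators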
#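 Recombinant enzyme (4 nM final) with compounds titrated up to 77 uM and bovine liver glycogen (30 ug) in citrate pH 5.0, 0.01% Tween-20, 37 C 40 min. Released glucose detected by Amplex Red/glucose oxidase (Ex 573/Em 610); AC50 from Hill fits.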
# Tau ThT inhib = blocks human tau fibril formation measured by thioflavin T; P10636; recombinant tau K18 P301L, heparin-induced fibrillization, ThT fluorescence; Potency, µM (highest dose often 57.4 µM), for the others: at the top dose activity, negative = inhibition, most hits filed as inhibitors; hit rate 2.1% among 270,000; further: on the % scale 0 is the no-effect control and ±100 the full control effect; nearly all actives have a fitted effect of over 55% in size
#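 ThT emission at 510 nm, taken 1 hr after adding 30 uM dye, quantifies aggregates formed when 20 uM heparin acts on human tau K18 P301L for 6 hr at 37 C.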
# GAA inh = blocks human lysosomal alpha-glucosidase | purified human GAA, 4-MU-alpha-glucoside fluorescence | Potency, µM (doses to about 76.9 µM), inactives show at the highest dose activity change, negative = inhibition, most hits filed as inhibitors | hit rate 0.005% among 200,000;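 further: plate controls were uninhibited enzyme wells for no effect and no-enzyme background for full effect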
#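 Human enzyme at 4 nM with 400 uM 4-methylumbelliferyl-alpha-D-pyranoside, citrate/phosphate buffer pH 5.0, 0.005% Tween-20, 20 min at room temperature. Compounds up to 77 uM. 4-MU fluorescence (Ex 365/Em 440) read after NaOH/glycine stop; AC50 from Hill fit.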
# Tau fluor cs = counter-screen for tau fibril formation inhibitors | tau K18 P301L (four-repeat tau fragment) Alexa594 fluorescence, heparin fibrillization | Potency, µM (titrated, usually from 57.7 µM), inactives show at the top dose activity change, negative = decrease | hit rate 0.93% among 280,000 | AID 1463; further: on the % scale 0 is the no-effect control and ±100 the full control effect; nearly all actives have a fitted effect of over 55% in size
#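 Human K18 P301L tau (15 uM unlabeled plus 0.24 uM Alexa 594-labeled, final) in 100 mM sodium acetate pH 7 was mixed with compound and 20 uM heparin and incubated 6 hr at 37 C.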
# GAA spleen mod = lysosomal alpha-glucosidase (human) modulation. P10253. human spleen homogenate, 4-MU-alpha-glucoside fluorescence. Potency, µM (top dose mostly 79.9 µM), for inactives: top-dose activity change, negative = inhibition, actives largely listed as inhibitors. hit rate 0.006% among 240,000;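 further: 0% = enzyme with vehicle and -100% = no enzyme basal signal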
#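 AC50 values come from Hill-equation fits of concentration-response data, normalized to no-enzyme and full-activity controls. Enzyme source: 1 ug human spleen homogenate; 1 mM fluorogenic 4-MU glucoside, pH 5.0 citrate buffer, 37 C, 40 min.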
# HTT cytoprotect = Huntington cell model cytoprotection by ATP luminescence | PC12 HTT-Q103 induced, cytoprotection, ATP luminescence, 40 h | Potency, µM (series often up to 56.4 µM), inactives show cytoprotection (ATP increase), actives largely listed as activators | hit rate 0.14% among 230,000;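 further: % of control where 0% means no effect; nearly all actives have a fitted effect of over 45% in size; toxic huntingtin expression switched on by the ecdysone agonist tebufenozide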
#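 Cells were plated at 1500 per well in phenol red-free DMEM with 5% equine and 5% calf serum. Tebufenozide (100 nM final) and compounds were added, then ATPlite reagent, and luminescence was read.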
# Numbers without * were called inactive; ? = inconclusive; · = no result given; & = joins results of further samples; [ ] = another dose, or the depositor's remark. The call rests on the fitted dose curve; in most records, active means well fitted curve in the direction sought with a large enough effect; inconclusive means small, poorly fitted or top-dose-only effect, or another doubt; inactive means no such curve, though single readings can be large; an effect the other way counts as inactive or inconclusive. Potency means the concentration at half of the fitted maximal effect. Outcome played no part in choosing rows; about 3.3% have a hit in one of these screens.
# Fields: Tau FP inhib | aGal spleen mod | GAA spleen mod | Tau ThT inhib | GAA inh | GAA glycogen | HTT cytoprotect | Tau fluor cs
> Brc1cnc2nc(SC/C=C/c3ccccc3)[nH]c2c1
    ? | -1% | 1% | · | · | -6% | 1%[10 µM] | 18%
> Cc1cc(-c2ccc(Br)s2)nc(-n2cccc2)n1
    ? | 1% | -3% | ? | 3% | -28% | 1%[10 µM] | ?
> Cc1cc(Cl)nc(Cl)c1C(=O)NC(=O)NCCC(C)C
    -14% | -4% | · | -10% | -5% | 1% | 7% | -15%
> CN(Cc1cccs1)c1ncnc2sccc12
    -3% | -4% | -1% | -17% | -18% | 5% | 1%[10 µM] | -19%
> CC(C)CC(COCc1ccc(Cl)cc1)N1CCN(C(=O)c2cccc(C(F)(F)F)c2)CCC1=O (configuration not stated)
    7% | -4% | -11% | ? | -3% | -2% | · | -13%
> COc1ccc(S(=O)(=O)O/N=C2\CCSc3ccc(C)cc32)cc1
    -7% | -1% | -6% | -2% | -14% | -3% | 9%[10 µM] | -10%
> CCc1ccc(OCC(=O)NCC(c2ccc(Cl)cc2)N2CCOCC2)cc1 (configuration not stated)
    2% | · | · | -9% | · | -24%[76.3 µM] | · | -2%
> COc1cccc(-c2ccc(=O)n(CC(=O)NCCN3CCOCC3)n2)c1
    1% | 0% | 0% | -1% | 1% | -4% | -4%[10 µM] | 2%
> Cc1ccc(Cl)cc1NC(=O)c1ccccc1OCC(=O)Nc1ccc(Cl)cc1
    ? | -14% | -9% | 5% | -1% | -2% | 1%[10 µM] | -27%
> O=C(NCc1ccc(F)cc1)c1noc2c1CCCCC2
    -6% | 4% | -4% | -8% | -8% | 1% | 2% | -14%
> COc1ccc(-c2cn3c(n2)sc2cc(C(=O)Nc4cc(OC)cc(OC)c4)ccc23)cc1
    -3% | · | · | -2% | · | -7%[76.3 µM] | · | 3%
> O=C1COc2ccc(C(=O)NCc3ccco3)cc2N1
    0% | 1% | -11% | 6% | 4% | 3% | -6% | 2%
> Cc1cccc(C(P(=O)(c2ccccc2)c2ccccc2)P(=O)(c2ccccc2)c2ccccc2)n1
    -4% | 1% | -5% | -11% | 7% | 7% | -8%[10 µM] | -11%
> Cn1c(SCC(=O)Nc2ncc(C(F)(F)F)cc2Cl)nnc1-c1ccc(Cl)cc1
    -3% | -5% | 0% | -3% | 4% | 5% | -7%[0.074 µM] | 5%
> CC(C)Cn1c2c(c(=O)[nH]c1=O)C(NS(=O)(=O)c1ccc(Cl)cc1)(C(F)(F)F)C(=O)N2 (configuration not stated)
    8% | 17% | 1% | -1% | · | 9% | 43%[10 µM] | 5%
> CSc1ccccc1NC(=O)N1CCC(CO)(CC2CCCCO2)CC1 (configuration not stated)
    3%[2.34 µM] | 1% | 4% | 5% | 9% | 16% | 16%[10 µM] | 5%
> Cn1ncc2c(Nc3ccc4ccccc4c3)ncnc21
    -9% | 13% | 4% | -19% | 0% | 6% | -34% | ?
> NS(=O)(=O)c1ccc(CCn2c(=S)[nH]c3ccc(F)cc3c2=O)cc1
    -7% | 1% | -3% | 0% | 1% | 3% | · | 0%
> Cc1ccc(S(=O)(=O)NC(CC(=O)NC2CCCC2)c2ccco2)cc1 (configuration not stated)
    -4% | 2% | -2% | 4% | 4% | -1% | 6%[10 µM] | -3%
> CC(C)(Oc1ccc(Cl)cc1)C(=O)N1CCN(c2ccccn2)CC1
    1% | 8% | 0% | -16% | -4% | -5% | 12%[10 µM] | -9%
> Clc1cccc(Nc2nnc(-c3ccccc3)c3ccccc23)c1
    ? | 16%&2% | -7%&3% | -11%&-14% | · | · | 17% | ?
> COc1ccc(OCc2ccc(-c3nc(C#N)c(N4CCCCC4)o3)o2)cc1
    10% | · | · | -17% | · | 6%[76.3 µM] | · | ?
> Cc1ccc(S(=O)(=O)/N=C2/NC(=O)/C(=C/c3ccccn3)S2)cc1
    3% | -11% | -2% | -14% | -8% | 5% | 12%[10 µM] | 0%
> COc1cccc(-c2ccc3ncnc(NC4CCNCC4)c3c2)c1
    0% | 10% | 13% | 10% | · | · | -66%[inhibitor] | -5%
> Cc1ccc(C(=O)Nc2cccc3cccnc23)cc1Cl
    -14% | · | · | ? | · | 13%[76.3 µM] | · | -25%
> CCOc1nsc(OCC)n1
    5% | 4% | 6% | 2% | · | 9% | 16%[10 µM] | -5%
> COc1ccc(NC(=O)c2oc3ccccc3c2NC(=O)c2ccc3c(c2)OCO3)cc1
    ? | 8% | 1% | 7% | -8% | 0% | -16%[10 µM] | ?
> CCN(CC)c1ccc(N=Cc2ccc([N+](=O)[O-])o2)cc1
    11µM* | 5% | 9% | 10µM* | 0% | 0% | 3%[10 µM] | ?
> O=C(NC(=S)Nc1cc(C(F)(F)F)ccc1N1CCOCC1)c1sc2ccccc2c1Cl
    -7% | 1% | -7% | ? | -13% | -1% | 12%[10 µM] | -13%
> COCCCNCCOCCOc1ccccc1-c1ccccc1
    -4% | 5% | 12% | 4% | 4% | 0% | -6%[10 µM] | -1%

# Looked up above:
# Value of Cc1ccc(C(=O)Nc2cccc3cccnc23)cc1Cl in Tau fluor cs: -25%
# Value of CC(C)Cn1c2c(c(=O)[nH]c1=O)C(NS(=O)(=O)c1ccc(Cl)cc1)(C(F)(F)F)C(=O)N2 (configuration not stated) in GAA spleen mod: 1%
# Value of CCc1ccc(OCC(=O)NCC(c2ccc(Cl)cc2)N2CCOCC2)cc1 (configuration not stated) in Tau fluor cs: -2%

# Following part:
# Fields: Tau FP inhib | aGal spleen mod | GAA spleen mod | Tau ThT inhib | GAA inh | GAA glycogen | HTT cytoprotect | Tau fluor cs
> O=C(CCCn1c(=S)[nH]c2ccccc2c1=O)N1CCN(c2cccc(Cl)c2)CC1
    -12% | -13% | -6% | ? | 2% | -2% | -1% | -20%
> COC(=O)COc1ccc(Oc2cc(C)nc(SC)n2)nn1
    3% | 4% | 1% | 0% | -4% | -5% | -17% | 6%
> COc1cccc(-n2c(=S)[nH]c3c(oc4ccccc43)c2=O)c1
    -1% | 0% | 3% | -7% | 2% | -7% | -21% | -3%
> CCOC(=O)N1CCN(C(=O)c2ccc3c(c2)sc2nc(-c4ccccc4)cn23)CC1
    -4% | 3% | 2% | -21% | -1% | 0% | -19% | -15%
> CC(=O)Nc1ccc(NC(=O)CNS(=O)(=O)c2ccc(C)cc2)cc1
    10% | 0% | -6% | 15% | -5% | 0% | -4%[0.074 µM] | 14%
> COC(=O)c1ccc(OCCN2CCCCCC2)cc1
    -9% | -9% | -4% | -4% | 2% | 21% | · | -6%
> COC1=CC(=O)C(C(=O)c2ccccc2)=CC1=O
    10µM* | 17% | 4% | 3.2µM* | · | · | · | 6.3µM*[quencher]
> CCOC(=O)C(Cc1ccc(O)cc1)NC(=O)CNC(=O)C1CCCN1C(=O)OC(C)(C)C (configuration not stated)
    0% | -1% | -2% | 2% | 3% | 9% | -17% | -4%
> COc1cc(CNCCSc2nnnn2C)ccc1OCc1ccc(C)cc1
    -1% | · | · | -12% | · | ? | · | -15%
> O=C1c2cccc3cc([N+](=O)[O-])cc(c23)C(=O)N1CC1CCCO1 (configuration not stated)
    1% | -3% | 3% | · | · | 0% | -14%[10 µM] | -24%
> COc1cc(C2(O)CCCCC2C)cc(OC)c1OC (configuration not stated)
    ? | 1% | 0% | -1% | -2% | 1% | · | 0%
> CN1CCN(S(=O)(=O)c2ccc(NC(=S)NC(=O)C3CCCCC3)cc2)CC1
    -3% | 3% | 9% | -3% | -6% | 4% | · | -6%
> O=[N+]([O-])c1ccccc1/C=N/Nc1nnc(-c2ccccc2)c(-c2ccccc2)n1
    -1% | -16% | -8% | -1% | -10% | -2% | 17%[10 µM] | -9%
> CC(C)C(=O)NCCSc1c[nH]c2ccccc12
    -7% | 1% | -1% | -13% | 1% | -3% | -9%[10 µM] | -5%
> COC(=O)c1ccc(NC(=O)CSc2nncc3ccc(OC)c(OC)c23)cc1
    -1% | -4% | 0% | -7% | 4% | 3% | 1%[10 µM] | -10%
> CCNc1nc(N)nc(-c2cc(Cl)ccc2OC)n1
    0% | -3% | -3% | -6% | -1% | 4% | -5% | -1%
> CCN1CCN(CC(=O)Nc2ccc3c(c2)OCO3)C(=O)C1=O
    4% | -6% | -9% | 1% | 5% | 1% | 19%[10 µM] | 3%
> CCCN1C(=O)C2(SC(NC(C)=O)=NN2C(C)=O)c2cc(C)ccc21 (configuration not stated)
    3% | 1% | 1% | 5% | 12% | 4% | · | 11%
> CCCOc1ccc(NC(=O)C2CC(=O)N/C(=N/N=C(\C)CCc3ccc4c(c3)OCO4)S2)cc1 (configuration not stated)
    -11% | -1% | -1% | ? | 0% | 3% | 11%[10 µM] | ?
> CCOC(=O)c1oc2ccc(S(=O)(=O)n3nc(-c4cc(OC)c(OC)c(OC)c4)cc3N)cc2c1C
    ? | -2% | -22% | -10%&3% | ? | ? | -38%[inhibitor] | ?
> O=C(NCC1CCCO1)C(c1cccs1)N(C(=O)c1ccc(-c2ccccc2)[nH]1)C1CCCC1 (configuration not stated)
    ? | -1% | 0% | ? | -1% | 6% | -6%[10 µM] | -12%
> CN=C(C)/C(C(=O)OC)=C(/O)c1c(F)cccc1F
    -1% | -8% | -1% | -11% | -18% | 10% | -6%[10 µM] | -6%
> COc1ccc(/C(C#N)=C/c2c(-c3ccc(Cl)cc3)nc3c(C)cccn23)cc1
    1% | 0% | -9% | -3% | -1% | 9% | 13% | -5%
> Cc1nccn1-c1ccc(C(F)(F)F)cc1NC=O
    0% | 4% | 9% | -2% | 2% | -2% | -14% | 2%
> Cc1ccc(-n2nc3c(c2NC(=O)c2ccc4c(c2)OCO4)CS(=O)C3)cc1 (configuration not stated)
    2% | -7% | -1% | 0% | -11% | 3% | -3% | -8%
> COc1ccccc1NC(=O)N1CCN(CCc2ccccc2)CC1
    3% | 4% | 6% | · | · | 8% | 4%[10 µM] | -5%
